Tb MetRS inh – T. brucei MetRS inhibitors, primary screen, biochemical, luminescence; methionyl-tRNA synthetase (Trypanosoma brucei brucei); purified T. brucei MetRS, ATP depletion, Kinase-Glo luminescence; inhibition, % at 11.9 µM; 360,000 compounds, 0.4% hits;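 active means inhibition above a per-plate cutoff of the control wells' mean inhibition plus 3 SD, cut at about 5.5% in these data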;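 further: 0% = DMSO wells median and 100% = median of wells with control inhibitor compound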
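Material: parasite MetRS enzyme / Replication: singlicate, one well per compound / Signal: luminescence of leftover ATP / Schedule: 2 h aminoacylation at 25 °C after 15 min preincubation / Medium: HEPES-MgCl2-KCl buffer plus DTT, spermine, BSA, pyrophosphatase / Doses: 11.9 µM single point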
E coli Lon inh – inhibitors of E. coli Lon protease, primary screen, biochemical, fluorescence polarization. P0A9M0. 360,000 compounds, 0.42% hits. AID 602123, 2011. inhibition, % at 7.94 µM. purified E. coli Lon protease; in the data active means inhibition above about 13%, passing the limit was not always enough;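 further: 0% = enzyme with probe and DMSO and 100% = no enzyme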
SKN-1 block – suppressors of acrylamide-induced Pgst-4::GFP reporter in worms, primary screen, SKN-1 inhibitor project, whole organism, uHTS, GFP/RFP fluorescence ratio, strain VP596 | C. elegans VP596 Pgst-4::GFP/RFP ratio, 24 h | inhibition, % at 21.8 µM | 360,000 compounds, 0.49% hits | AID 624304, 2012;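 active means interference check ratio from 0.5 to 1.5 plus GFP to RFP signal ratio inhibition reaching or exceeding a fixed threshold, cut at about 30% in these data, passing the limit was not always enough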; further: some compounds called inactive have numbers as strong as hits
NRP1-CendR mod – modulators of CendR peptide binding to NRP-1, primary screen, biochemical, fluorescence polarization, uHTS; Neuropilin-1 (Homo sapiens), O14786; FAM-RPARPAR peptide binding to NRP-1; inhibition, % at 25 µM; 360,000 compounds, 0.85% hits; AID 602438, 2012;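 active means inhibition or corrected inhibition above about 18%, plus a signal ratio from 0.5 to 1.5, limit read from the data, passing the limit was not always enough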; further: strong numbers were not always called active
Target sequence (O14786 whole entry, looked up): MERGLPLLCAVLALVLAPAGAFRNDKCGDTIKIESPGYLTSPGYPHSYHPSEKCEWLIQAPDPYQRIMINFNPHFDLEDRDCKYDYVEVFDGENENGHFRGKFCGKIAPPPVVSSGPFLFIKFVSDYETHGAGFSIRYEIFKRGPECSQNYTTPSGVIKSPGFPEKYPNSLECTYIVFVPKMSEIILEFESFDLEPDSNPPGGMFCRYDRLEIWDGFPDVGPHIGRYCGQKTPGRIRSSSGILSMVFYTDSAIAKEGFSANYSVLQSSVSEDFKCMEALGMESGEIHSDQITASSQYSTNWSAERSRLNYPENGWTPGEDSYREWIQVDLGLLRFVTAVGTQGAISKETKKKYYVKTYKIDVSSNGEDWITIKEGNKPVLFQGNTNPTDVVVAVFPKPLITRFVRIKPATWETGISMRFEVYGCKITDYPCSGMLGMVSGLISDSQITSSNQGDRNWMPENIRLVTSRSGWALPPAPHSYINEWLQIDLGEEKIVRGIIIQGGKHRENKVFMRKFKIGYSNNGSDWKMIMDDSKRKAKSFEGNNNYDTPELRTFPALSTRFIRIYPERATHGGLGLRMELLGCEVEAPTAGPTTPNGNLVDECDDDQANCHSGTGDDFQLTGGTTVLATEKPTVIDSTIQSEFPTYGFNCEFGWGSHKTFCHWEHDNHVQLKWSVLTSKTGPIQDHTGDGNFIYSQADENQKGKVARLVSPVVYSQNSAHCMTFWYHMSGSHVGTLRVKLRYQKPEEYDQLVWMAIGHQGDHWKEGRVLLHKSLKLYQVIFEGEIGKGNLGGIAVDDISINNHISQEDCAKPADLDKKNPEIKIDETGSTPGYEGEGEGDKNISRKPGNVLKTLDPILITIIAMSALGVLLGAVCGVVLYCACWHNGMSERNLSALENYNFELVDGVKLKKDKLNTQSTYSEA
MsrA act – bovine MsrA enzyme activators, primary screen, biochemical, absorbance, HTS. 360,000 compounds, 0.3% hits. Methionine sulfoxide reductase A (Bos taurus). activation, % at 10.6 µM. purified bovine MsrA, absorbance read-out; in the data active means activation above about 7.5%;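 further: 0% = vehicle and 100% = reference activator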
FAS-TE inh – FAS thioesterase domain inhibitors, primary screen, biochemical, fluorescence intensity, uHTS; recombinant FAS-TE, OMFH fluorogenic substrate, fluorescence endpoint; inhibition, % at 15 µM; 360,000 compounds, 0.67% hits; AID 602261, 2012;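 active means compounds whose normalised, plate-corrected inhibition of enzyme fluorescence in the single-dose primary screen is 50% or more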;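 further: 0% = DMSO with enzyme and 100% = substrate without enzyme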
MLLE-PAM2 inh – inhibitors of PABP1 MLLE–PAM2 peptide binding, primary screen, biochemical, fluorescence polarization, FITC-PAM2, GST-MLLE; Polyadenylate-binding protein 1 (Homo sapiens), P11940; inhibition, % at 20 µM; 360,000 compounds, 0.36% hits; AID 588489, 2011; in the data active means inhibition above about 35%, passing the limit was not always enough;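 further: plate controls were DMSO wells with GST-MLLE for no effect and wells lacking GST-MLLE protein for full effect; some results filed as inactive read as strong as hits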
MT1-MMP act inh – blockers of MT1-MMP proenzyme processing, primary screen, HT1080 RFP-PRO-GFP cells, GFP/RFP fluorescence. Matrix metalloproteinase-14 (Homo sapiens), P50281. GFP/RFP ratio fluorescence, overnight; percent of plate control window, DMSO zero. GFP/RFP ratio change, % at 20 µM. 360,000 compounds, 0.061% hits;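 active means GFP/RFP ratio change of at least 30% with cell ATP level not reduced by more than half and red fluorescence within 50% of control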; further: strong numbers were not always called active
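Read-out: GFP/RFP fluorescence ratio; Test system: RFP-PRO-GFP reporter HT1080 cells; Compound dosing: single-point 20 µM compound, 1% DMSO; Times: overnight compound exposure at 37 °C.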
MsrA inhibitor – bovine MsrA enzyme inhibitors, primary screen, biochemical, absorbance, HTS. Methionine sulfoxide reductase A (Bos taurus). purified bovine MsrA, absorbance read-out. inhibition, % at 15.5 µM. 360,000 compounds, 0.75% hits; in the data active means inhibition above about 4.5%;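 further: 0% = vehicle wells with enzyme and 100% = reference inhibitor wells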
* hit, by the source's call; . = not tested or not shown. Rows were taken by chance; any-hit rate near 4%.

SMILES	Tb MetRS inh	E coli Lon inh	SKN-1 block	NRP1-CendR mod	MsrA act	FAS-TE inh	MLLE-PAM2 inh	MT1-MMP act inh	MsrA inhibitor
Cc1cc2cc(C(c3nnnn3Cc3ccco3)N3CCc4ccccc43)c(=O)[nH]c2cc1C (stereo not given)	-0.9	-3	-18	-29	-5	8	-4	-8	0.7
O=C(OCCCOC(=O)c1ccc([N+](=O)[O-])o1)c1ccc([N+](=O)[O-])o1	-0.4	-18	-3	-6	-1	4	-4	-2	0.4
CC1=CN2C(c3cccc([N+](=O)[O-])c3)=NON(c3ccc(C)cn3)C2C=C1 (stereo not given)	-0.4	-9	1	4	-2	2	-11	-2	0.7
Cc1ccc(/C=N/NC(=O)Cn2nc(C)c([N+](=O)[O-])c2C)o1	-0.5	10	-7	8	-3	-1	-5	3	2.8
COc1cc(/C=C/CN2CCC(C(=O)NC(c3ccc(F)cc3)c3ccc4ccccc4n3)CC2)ccc1OC(C)=O (stereo not given)	-0.3	26*	-6	-5	4	3	-6	27	-1.2
COc1cc(C(=O)NC(=S)Nc2ccc3c(c2)OCO3)cc(OC)c1OC	-0.5	-1	10	2	0	13	36	12	-0.7
CC(C)c1nc(-c2c(N)n(C)c(=O)n(C)c2=O)sc1C(=O)C(C)(C)C	-0.3	-7	1	1	-4	-7	8	-1	0.6
CCCc1c(C)nc(N2CCN(c3ccccc3OC)CC2)[nH]c1=O	-1.4	-8	18	32*	-4	-1	-6	2	-0.6
CCCCCOC(=O)C1C(c2ccccc2)C(C(=O)O)C1c1ccccc1 (stereo not given)	0.6	3	10	-1	0	0	0	2	0.4
Cc1ccccc1NC(=O)N1CCCC(c2nc(-c3ccc(F)cc3)no2)C1 (stereo not given)	0.3	5	-6	-18	0	1	-5	26	-1.4
CC(=O)Nc1ccc(/C=N/NC(=O)c2cccs2)cc1	-0.4	-8	7	-15	-8	-8	5	0	5.4*
COc1ccc(CCn2c(C)cc(C(=O)CCl)c2C)cc1OC	0.1	13	3	-10	-3	2	-14	-9	0.7
CC(=O)c1sc2c(c1OC(=O)c1ccccc1)c(=O)n(-c1ccccc1)c(=S)n2-c1ccccc1	-0.5	-5	13	-16	-5	-2	-8	-22	-0.6
COc1ccc(-n2nc(C(=O)NCC(=O)NCCCN3CC(C)CC(C)C3)c3ccccc3c2=O)cc1 (stereo not given)	-0.9	-3	-6	10	-3	-6	-2	3	-0.2
O=C(Nc1ncccc1Cl)c1cccc(F)c1	-0.3	-12	-9	-11	-7	-8	-2	-4	0.6
O=C1C2=C(SCCS2)C(=O)N1c1ccccc1	0.0	6	-14	3	0	1	15	-5	-0.2
CCCN(CCc1ccccc1)C1CCc2c(O)cccc2C1 (stereo not given)	-1.3	4	0	-9	-3	0	0	5	0.5
Cc1cc(C)nc(NNS(=O)(=O)c2c(C)cc(C(C)(C)C)cc2C)n1	-0.5	16	-3	9	-1	-5	-3	-3	-1.5
CCOC(=O)c1nc(SC)n(C)c1C(=O)OCC	-0.4	-4	30	2	-1	-3	0	-4	-1.5
CCOc1ccccc1CNc1nnnn1C	1.5	0	1	-3	-5	-2	4	-2	-0.5
CC(C)=C1C2CCC1C(C(=O)NCCc1ccccc1)C2C(=O)O (stereo not given)	-0.6	12	0	-3	-6	-3	-3	0	-1.3
CCCNC(=O)c1cc(C2CCCN(C(=O)C3CCCCC3)C2)on1 (stereo not given)	-0.2	-7	31	-4	-3	-2	-12	0	-0.4
COc1ccccc1CC(=O)NNC(=O)CN(C)S(=O)(=O)c1ccc(Cl)cc1	-0.2	3	11	-4	-1	-5	6	2	0.2
COC(=O)c1[nH]c2cccc(OC)c2c1NC(=O)CN1CCC(C(N)=O)(N2CCCCC2)CC1	-1.5	-2	-12	2	-14	-4	-18	.	0.3
COc1ccc(OCCSc2nnc(-c3ccc(OC)cc3)n2N)cc1	-0.6	-8	1	0	4	-3	-7	1	-0.3
Cc1nc(N2CCN(c3ccccc3)CC2)[nH]c(=O)c1Cc1ccccc1	-0.6	-14	1	-4	-3	-3	-1	7	-1.2
C=CCC[C@@H](Cc1ccc(F)cc1)C(=O)OC[C@@H](Cc1c[nH]c2ccccc12)NC(=O)[C@@H](CC=C)CC(=O)N[C@@H](CO)Cc1ccccc1	-0.8	-1	-11	-15	4	18	-3	-16	1.2
CN1C(=O)CC(N2CCN(c3ncccn3)CC2)C1=O (stereo not given)	0.3	-4	29	-2	-3	-6	-5	7	0.1
COc1ccc(N2C(=O)C3[C@@H](C2=O)C2(Cl)C(Cl)=C(Cl)C3(Cl)C2(OC)OC)cc1 (stereo not given in full)	-0.9	9	2	27*	-8	5	12	0	0.2
COc1ccc(OCC(=O)Nc2ccc3c(c2)nc(CCN2CCC(C)CC2)n3C)cc1	0.0	3	13	8	-1	-4	4	2	1.4
Cc1cc(C)c(NC(=O)CS(=O)CC(=O)Nc2ccc(-n3cnnn3)c(C)c2)c(C)c1 (stereo not given)	0.3	-7	25	-2	1	-2	-5	-1	0.0
O=C(Nc1ccc(N2CCOCC2)cc1)c1ccc(Br)o1	-0.2	6	6	-1	-3	2	-3	4	1.8
CC1(C(=O)NCc2cccc3ccccc23)CCN1C(=O)C1(c2ccccc2)CCCC1 (stereo not given)	-0.2	6	8	-2	-2	23	1	-17	-0.1
CN(CCOc1ccccc1)CC(=O)Nc1ccc(Br)cc1F	0.5	-2	3	11	0	20	-12	-1	-1.1
Cc1ccc(F)cc1NC(=O)CSCc1c(C)noc1C	-0.1	-17	-5	12	3	-3	9	1	-0.9
Nc1ccn(C2OC(COC(=O)C34CC5CC(CC(C5)C3)C4)C(O)C2O)c(=O)n1 (stereo not given)	-0.5	8	-5	6	-6	-1	4	-7	1.4
COc1cc2c(cc1OC)CN(C(C)C(=O)Nc1cccc(S(=O)(=O)N3CCOCC3)c1)CC2 (stereo not given)	-0.1	-8	8	-2	-3	-3	-6	-2	-0.9
CCOCCCNC(=O)c1cccc(NC(=O)C2=C(C)OCCS2)c1	-0.4	-11	19	-8	-3	-4	8	-1	1.7
S=c1[nH]nc(-c2ccncc2)n1Cc1ccccc1	-0.2	-4	4	-5	8.5*	-9	-24	2	0.9
Cn1cc(Cl)c(C(=O)OCC(=O)Nc2cccc(Cl)c2)n1	0.8	-7	4	-17	1	2	-16	0	0.3

Given with bars between the fields: part of the list above
mol | Tb MetRS inh | E coli Lon inh | SKN-1 block | NRP1-CendR mod | MsrA act | FAS-TE inh | MLLE-PAM2 inh | MT1-MMP act inh | MsrA inhibitor
CN(CCOc1ccccc1)CC(=O)Nc1ccc(Br)cc1F | 0.5 | -2 | 3 | 11 | 0 | 20 | -12 | -1 | -1.1
Cc1ccc(F)cc1NC(=O)CSCc1c(C)noc1C | -0.1 | -17 | -5 | 12 | 3 | -3 | 9 | 1 | -0.9
Nc1ccn(C2OC(COC(=O)C34CC5CC(CC(C5)C3)C4)C(O)C2O)c(=O)n1 (stereo not given) | -0.5 | 8 | -5 | 6 | -6 | -1 | 4 | -7 | 1.4
COc1cc2c(cc1OC)CN(C(C)C(=O)Nc1cccc(S(=O)(=O)N3CCOCC3)c1)CC2 (stereo not given) | -0.1 | -8 | 8 | -2 | -3 | -3 | -6 | -2 | -0.9

The results go on.
SMILES	Tb MetRS inh	E coli Lon inh	SKN-1 block	NRP1-CendR mod	MsrA act	FAS-TE inh	MLLE-PAM2 inh	MT1-MMP act inh	MsrA inhibitor
COc1ccc(OC2CCN(S(=O)(=O)c3ccc(F)cc3)CC2)cc1	-1.1	9	6	7	-5	14	-3	1	1.2
COc1cc(OC)cc(C(=O)NCC2CCCO2)c1 (stereo not given)	-0.4	-4	6	5	-2	-10	15	-5	1.0
COc1cc(C(=O)C(=O)N2CCC(Cc3ccccc3)CC2)cc2ccccc12	-0.8	.	-2	-10	.	.	.	3	1.9
CC1=C(C(=O)Nc2ccccc2)C(c2ccc(C)o2)n2c(s/c(=C\c3ccco3)c2=O)=N1 (stereo not given)	-0.2	-14	-2	-3	-3	18	-76	4	1.8
CC(=O)NCCC(=O)Nc1cccc(S(=O)(=O)N(C)c2ccccc2)c1	0.8	1	14	14	2	-7	-14	0	-0.5
N/C(Cc1cccs1)=N\OC(=O)COc1ccc(Br)cc1Cl	1.4	-1	5	0	-5	9	-4	3	-1.1
O=C(NNC(=O)c1cccc(S(=O)(=O)N2CCCCC2)c1)c1ccccc1	-0.3	-5	11	1	-1	-4	6	-1	0.5
Clc1ccc(-c2nnc3sc(-c4ccc(Br)o4)nn23)c(Cl)c1	-1.5	1	9	-14	-4	-1	-25	-5	0.4
CCOc1ccccc1CNC(=O)c1ccc2c(c1)N(CC)CCS2	-0.2	0	9	-7	-1	28	15	-3	0.1
CN(C)N1C(=O)CC(N2CCCCC2)C1=O (stereo not given)	-0.2	-3	5	5	-5	-7	-5	0	-1.8
CN(C)S(=O)(=O)Oc1ccc(C(=O)Nc2ccc([N+](=O)[O-])cc2)cc1	-0.6	4	-14	11	0	-1	-4	5	1.6
O=C(c1ccc(C(F)(F)F)cc1)C1CCCN(C(=O)CN2C(=O)CSC2=O)C1 (stereo not given)	1.3	-2	0	-12	-2	0	3	2	-0.8
COc1ccc(CCNC(=O)C2CCN(S(=O)(=O)N3CCC4(CC3)OCCO4)CC2)cc1OC	-0.5	-1	9	-8	-3	-7	5	-1	0.7
Cc1ccc(C)c(-c2nnc(NC(=O)CCS(=O)(=O)c3ccccc3)o2)c1	0.0	-7	10	-11	-3	-4	12	-2	-0.8
COc1cc(C(=O)NC(=S)N(C)Cc2ccccc2)cc(OC)c1OC	-0.3	0	2	1	6	-2	1	6	0.9
CC(=O)N1CC2(CC(c3ccccc3F)=NO2)CN1c1ccc(Cl)cc1 (stereo not given)	-1.0	1	7	0	0	10	-10	3	-0.4
CN(C)c1nc(N)nc(/C(C#N)=C/C2CC3C=CC2C3)n1 (stereo not given)	-0.2	-3	21	-10	-1	-3	19	-14	0.7
CN(C)CCN(C(=O)c1ccc2c(c1)CCCC2)c1nc2c(F)cccc2s1	0.1	-1	-20	-2	-3	15	4	-4	-0.8
CN1/C(=C\C(=O)COC(=O)Cn2nnc(-c3ccccc3)n2)C(C)(C)c2ccccc21	-0.3	3	66	-52	1	12	-45	39*	1.5
CCCCc1ccc(S(=O)(=O)NC(=O)C2(C)CCN2C(=O)CCc2cccs2)cc1 (stereo not given)	0.2	-4	20	0	-2	-7	-7	-1	-1.1
O=C(NCc1ccccn1)C(=O)NCC1OCCCN1S(=O)(=O)c1ccc(F)cc1 (stereo not given)	-0.6	2	-6	0	-5	-6	11	-1	-0.9
Cc1ccc(C)c(S(=O)(=O)N2CCN(C(=O)c3cccn3C)CC2)c1	-0.8	-6	-15	10	-9	-6	-17	0	0.0
O=S(=O)(NCCc1ccccc1)c1cccc(S(=O)(=O)N2CCOCC2)c1	-0.3	-4	-41	0	-12	-4	1	-1	0.5
CCN(CC)c1ccc(C(=S)N2CCN(c3ccccc3)CC2)cc1	-0.6	-1	32*	8	-10	22	23	-4	-1.2

Source: PubChem
